# E coli WT inh = blocks growth of wild type E. coli BW25113 | E. coli BW25113 growth inhibition, OD600 | 0.05% of 20,000 active | inhibition, % at 10 µM; in the data active = inhibition above about 40%;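 also: bacteria exposed to compound for 20 hours at 37 °C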
#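 assay system = bacterial strain in a whole-cell growth screen | quantity = inoculum from a 1:1000 dilution of a 1.5 h subculture | buffer or medium = LB broth with 50 µg/mL kanamycin | compound dosing = one dose, 10 µM final | schedule = compound exposure of 20 h at 37 °C | technique = absorbance at 615 nm as a measure of bacterial growth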
# Numbers without * were called inactive.
SMILES,E coli WT inh
CNC(=O)CN(c1cc(C)ccc1OC)S(=O)(=O)c1ccc(C)cc1,8
Cc1ccc2[nH]c3c(c2c1)CCc1cn[nH]c1-3,1
O=C(CSc1nnc(COc2ccc(Cl)cc2)o1)OC1CCCCC1,8
CCOC(=O)c1ccc(CSc2nnc(N)s2)cc1,-15
CCCn1nnc(NC(=O)c2ccc(-c3ccccc3)cc2)n1,-1
Cc1ccc2c(CC(=O)OCc3csc(C)n3)coc2c1,5
O=C(OCC(O)C(O)COC(=O)c1ccccc1)c1ccccc1 (stereo not given),-19
Cc1ccc(C(C(=O)NC2CCCCC2)N(C(=O)c2csnn2)C2CCCC2)o1 (stereo not given),3
O=C1CC(N2CCN(c3ccc(S(=O)(=O)N4CCCC4)cc3)CC2)C(=O)N1c1ccc(F)cc1 (stereo not given),-9
O=c1[nH]c(=O)n(C2CCCO2)cc1Br (stereo not given),-17
CCN(CC)CCOC(=O)c1cccc(OC)c1,-4
Cc1ccc2cc(CN(CC(C)C)C(=O)C3CCCO3)c(=O)[nH]c2c1 (stereo not given),4
Cc1nn(CC(=O)Nc2ccccc2)c(=O)c2ccccc12,-20
Cc1cc(C)c2cc3c(ccn3C3OC[C@H](O)[C@H](O)[C@H]3O)cc2n1 (stereo not given in full),0
c1nnc(NC2=NCCCCC2)s1,10
CCOc1ccc(C2C(C#N)=C(N)Oc3cc(C)n(Cc4ccco4)c(=O)c32)cc1OC (stereo not given),-1
COC(=O)CCCCCNc1ccc(C(=O)OC)cc1N,-5
CC(=O)Oc1ccc(-c2ccc(C(=O)O)cc2)cc1,-6
COc1cccc(Nc2cc(C)nc3ccccc23)c1,9
COCCCNCCOc1cc(C(C)C)ccc1C,-9
Cc1ccc(S(=O)(=O)N2CCN(CCO)CC2)cc1-c1nnc2c3ccccc3c(C)nn12,3
Cc1onc(-c2ccccc2Cl)c1C(=O)Nc1cnn(Cc2ccccc2)c1,1
Cc1ccc(C(C)n2cc(C(=O)NCCN3CCN(C)CC3)nn2)cc1 (stereo not given),3
C=CCSc1nc2c(c(=O)[nH]c(=O)n2C)n1CC,-3
COc1ccc(NC(=O)NCCN2CCc3ccccc3C2)cc1,-17
CCC(C)(C)NC(=O)C(c1ccco1)N(C(=O)Cn1nnc2ccccc21)c1ccc2c(c1)OCO2 (stereo not given),6
Nc1nnc(SCc2ccccc2Cl)s1,5
CC1CCc2cc(F)ccc2N1C(=O)c1ccc2c(c1)OCO2 (stereo not given),-6
COC(=O)Nc1ccc(NC(C)=O)cc1,13
CCOC(=O)N1CCN(C(=O)C2CCN(S(=O)(=O)c3cc(Cl)ccc3Cl)CC2)CC1,-4
CN(C)CC(=O)N1c2ccccc2CCc2ccc(NC(=O)c3ccc(N)cc3)cc21,-4
Cc1cc(-c2ccccc2)nc2cc(C(N)=O)nn12,-5
COc1cc(Cl)c(C)cc1NC(=O)COC(=O)c1cnc(C)cn1,10
Cc1nnc2sc(-c3ccco3)nn12,-19
CCCCCCNC(=O)c1c(N)n(/N=C/c2ccco2)c2nc3ccccc3nc12,2
NS(=O)(=O)c1ccc(CCNC2CC(=O)N(Cc3ccccc3)C2=O)cc1 (stereo not given),-19
CCOC(=O)c1cnc(Nc2nc3ccccc3o2)nc1CSc1nnc(C)s1,-21
CCCCCOc1ccc(N2C(=O)CC(N(O)c3ccccc3)C2=O)cc1 (stereo not given),-19
Cc1cc(C)nc(SCCC(=O)N2CCOCC2)n1,-15
CCN(C(=O)c1cc2cc(OC)ccc2oc1=O)c1ccccc1,-27

# Two successive records from above:
SMILES,E coli WT inh
Cc1cc(C)nc(SCCC(=O)N2CCOCC2)n1,-15
CCN(C(=O)c1cc2cc(OC)ccc2oc1=O)c1ccccc1,-27

# Going on with the list:
SMILES,E coli WT inh
Cn1c(C(=O)OC(C(=O)NC2CCCC2)c2cccnc2)cc2sccc21 (stereo not given),-6
COc1ccc(N2CCN(c3ccc(NC(=O)C4CCCCC4)cc3C#N)CC2)cc1,-1
Cc1cc(C)n(-c2nc3nonc3nc2-n2nc(C)cc2C)n1,7
COc1ccccc1Nc1ncnc2c1cnn2-c1cccc(C)c1,-1
C=CCn1c(SCC(=O)NCc2ccco2)nc2sc3c(c2c1=O)CCCCC3,-14
COC(=O)C1=C(CN2CCc3ccccc32)NC(=O)NC1c1cc(C)ccc1C (stereo not given),3
COC(=O)C1=C(C)N(C)C(=O)NC1c1cc(Cl)cc(Cl)c1OC (stereo not given),10
O=C1C(Cl)=C(NCCCN2CCOCC2)C(=O)N1CCc1ccccc1,5
COc1ccc(-c2nc(CCNC(=O)c3ccco3)cs2)cc1OC,9
COC(=O)C1=C(N)Oc2cc(C)[nH]c(=O)c2C1c1ccncc1 (stereo not given),-2
COc1ccc(N(CC(=O)N2CCCCC2)S(=O)(=O)c2ccccc2)c(OC)c1,3
CC(C)c1ccc(-c2nc(N3CCOCC3)[nH]c(=O)c2C#N)cc1,-4
CC(NC(=O)c1cccs1)c1ccc2c(c1)OCO2 (stereo not given),3
CCC(=O)Nc1cc(C(=O)NCC2CCCN2CC)c(OC)cc1N(C)C (stereo not given),8
O=c1c2ccccc2c(C=Nc2ccc(Cl)cn2)c(O)n1-c1cc(Cl)ccc1N1CCOCC1,9
Cc1ccc(NC(=O)c2ccco2)cc1NC(=O)CSc1nnc(-c2cccs2)n1C,8
C[C@]12CC[C@@H]3c4ccc(O)cc4C(=O)C[C@H]3[C@@H]1CC[C@@H]2O,-4
COc1ccc(S(=O)(=O)NCCSCc2cccs2)cc1,12
O=C1c2ccccc2-c2ncnc3cccc1c23,-4
CCC(C)NS(=O)(=O)c1ccc(OCC(=O)NCc2ccc3c(c2)OCO3)cc1 (stereo not given),-21
Cc1cc(-c2ccc(F)cc2)nc2cc(C(N)=O)nn12,0
CC(=O)c1cccc(S(=O)(=O)N2CCC(n3nnc4cc(F)ccc43)CC2)c1,8
Cc1ncc([N+](=O)[O-])n1CCO,8
O=C(CSc1ncnc2c1oc1ccccc12)NCc1ccco1,3
COc1ccc(-n2nnnc2SCC(N)=O)cc1,-19
Cc1ccc(-n2nc(C)c3cc(C(=O)O)sc32)cc1,-4
CC1=Nn2c(nnc2-c2ccc(F)cc2)SC1,-2
CCC(CC)C(=O)NCCNC(=O)C(CC)CC,-16
N#Cc1c(N2C(=O)C3C4C=CC(C4)C3C2=O)sc2c1CCC2 (stereo not given),4
COc1ccc(-n2c(SCc3ccc(C#N)cc3)nnc2-c2ccccn2)cc1,5
CCOC(=O)c1c(NC(=O)c2nn(CC)cc2Br)sc(C)c1C,4
CCCCn1nc(NC(=O)c2cccs2)c2cc3cc(OC)ccc3nc21,-20
O=C(NCc1ccccn1)C1COc2ccccc2O1 (stereo not given),-12
O=C(NCCCN1CCCC1=O)c1csc2ccccc12,-7
CC1Cc2ccccc2N1Cc1cc(=O)n2ccsc2n1 (stereo not given),-4
COC(=O)CSc1n[nH]c(-c2ccncc2)n1,-20
COCCn1c(COc2ccc(OC)cc2)nc2ccccc21,7
COc1ccc(C2NC3=C(CCC3)C3(C#N)C4(N=C(N)C23C#N)OCCO4)cc1 (stereo not given),-22
COc1ccc(-c2nnc(SCC(=O)NC(=O)NCc3ccco3)o2)cc1,11
CCN(CC)C(=O)Oc1ccccc1NC(C)=O,10
CN1C(=O)NC(NC(=O)C2CCCCC2)(C(F)(F)F)C1=O (stereo not given),-1
CCOC(=O)c1cc2sccc2n1Cc1ccccc1,-5
O=C(C1CCN(C2CC(=O)N(c3ccc(F)cc3)C2=O)CC1)N1CCOCC1 (stereo not given),-5
COc1ccc(C(=O)Nc2cccc(C(=O)N3CCCC3)c2)cc1,2
c1ccc(Cc2nn3c(Cn4cnc5ccccc54)nnc3s2)cc1,0
COc1ccc(OC)c(NS(=O)(=O)c2cc(OC)ccc2OC)c1,5
COC(=O)c1cc(Br)c(=O)n(Cc2ccc(OC)c(OC)c2)c1,-16
O=C(Nc1ccc2c(c1)OCO2)c1ccc(Br)c(S(=O)(=O)N2CCCC2)c1,0
COc1cccc(CNC(=O)c2ccccc2N)c1,-23
Cc1cccc(OCCCC(=O)Nc2ccc(S(=O)(=O)Nc3onc(C)c3C)cc2)c1C,-14
O=C1Nc2ccc(S(=O)(=O)N3CCOCC3)c3cccc1c23,-10
COc1ccc(N=c2scc(-c3ccc(S(=O)(=O)N4CCOCC4)cc3)n2CCCO)cc1,4
COCCn1c(-c2ccccc2F)n[nH]c1=S,-12
COc1cc(Cn2c(-c3nonc3N)nc3ccccc32)ccc1C,5
CCOc1ccc(-c2nn[nH]n2)cc1,-24
COC(=O)c1ccccc1NC(=O)CN(C)S(=O)(=O)c1ccc(OC)c(C)c1,3
COC(=O)COc1ccc(S(=O)(=O)NCc2ccco2)cc1,-16
N/C(=N\O)c1ccc(NC(=O)c2cccs2)cc1,-13
COc1ccc(OCCCC(=O)Nc2nncs2)cc1,-3
CS(=O)(=O)N(CC(=O)Nc1ccccc1C(=O)N1CCOCC1)c1ccc2c(c1)OCO2,-21
# Going on with the list:
SMILES,E coli WT inh
NS(=O)(=O)c1ccc(CCNC(=O)CCC2COc3ccccc3O2)cc1 (stereo not given),5
CN(CC(=O)O)S(=O)(=O)c1cc(Cl)ccc1Cl,9
CN(C(=O)c1cc2sccc2n1C)C1CCCCC1,4
Cc1cc(O)ccc1Nc1nc(-c2sc(N)nc2C)cs1,-14
CC(C)n1c(SCC(N)=O)nc2c1c(=O)[nH]c(=O)n2C,-17
C=CCOc1ccccc1CNn1nnnc1N,2
Cc1ccc(C)n1-n1c(C)nc2sc(-c3ccccc3)cc2c1=O,0
O=C(OCc1ccco1)c1ccc(S(=O)(=O)N2CCCCC2)cc1,1
O=C(Nc1cccc(C(=O)N2CCOCC2)c1)c1cncc(Br)c1,-16
Clc1ccc2nc(N3CCCCC3)[nH]c2c1,7
O=C(COC(=O)Cc1cccc(C(F)(F)F)c1)NCC1CCCO1 (stereo not given),8
Cc1cccc(CNC(=O)c2ccccc2N)c1,3
Nc1nonc1N1CCCCC1,-2
CCC(=O)c1ccc(OCCN2CCOCC2)cc1,-7
CN(C)c1ccc(-c2nn3c(-c4ccc(Cl)cc4Cl)nnc3s2)cc1,-1
CCOC(=O)CSc1nc2c(c(-c3ccc(C)o3)c1C#N)CCCC2,6
CC1CCCCC1NC(=O)C1CCN(C(=O)NC2CCCCC2)CC1 (stereo not given),-1
CSc1nc2ccccc2c(=O)n1N,0
COc1c(S(=O)(=O)N2CCCC2)ccc(Cl)c1Cl,3
CCCCN(Cc1cc2cc(OC)ccc2[nH]c1=O)C(=O)c1ccccn1,-3
CCOc1ccccc1N(C(=O)c1ccco1)C(C(=O)NC1CCCC1)c1cccnc1 (stereo not given),10
CCOCC(=O)Nc1cc(OC)c(Cl)cc1OC,-14
COc1ccc(NC2CC(=O)N(c3cccc(C)c3)C2=O)cc1 (stereo not given),1
O=C(CCSc1ccccc1)NCC1CCCO1 (stereo not given),-16
Cc1ccc(NS(=O)(=O)c2cc(C(=O)N3CCOCC3)ccc2C)cc1C,-16
CCC(=O)N1CCN=C1SCc1ccc(Cl)cc1,0
CCC(C)N=C1SCC(C)(/C=N/O)S1 (stereo not given),2
O=C(CC1(O)C(=O)Nc2ccc(Br)cc21)c1ccc2c(c1)OCO2 (stereo not given),-9
CN1CC=C2C(C#N)=C(N)C(C#N)(C#N)[C@H](c3cccc(Cl)c3)C2C1 (stereo not given in full),-2
COc1ccc(C2CC(c3ccccc3)Nc3nc(NC(=O)c4cccs4)nn32)cc1 (stereo not given),6
Cc1ccc(S(=O)(=O)NC(=O)NN2CCCCCC2)cc1,-3
Cc1ccc(C)c(Cn2c(C(C)O)nc3ccccc32)c1 (stereo not given),-15
CCSc1nnc(NC(=O)C(CC)(C(F)(F)F)C(F)(F)F)s1,-1
Cc1ccc(SCc2nc(-c3ccncc3)no2)cc1,0
Cc1ccc(S(=O)(=O)N2c3ccc(S(N)(=O)=O)cc3CC2C)cc1 (stereo not given),-14
Cc1occc1C(=O)Nc1ccc2c(c1)CCC2,-22
Cc1cc(C)n2nc(Cc3ccccc3)nc2n1,-13
O=C(O)c1ccc(-n2nc(C(F)(F)F)c3c2-c2ccoc2CC3)cc1,-5
CCOC(=O)C1=C(c2ccccc2)Nc2nc(C)nn2C1c1cccc(OC)c1OC (stereo not given),1
O=S(=O)(Cc1ccc(Cl)cc1)NCC1CCCO1 (stereo not given),3
Cn1c(=O)c2c(ncn2Cc2ccc(Cl)c(Cl)c2)n(C)c1=O,1

# Molecules above with a furan ring, fused or not:
SMILES,E coli WT inh
Cc1ccc2c(CC(=O)OCc3csc(C)n3)coc2c1,5
Cc1ccc(C(C(=O)NC2CCCCC2)N(C(=O)c2csnn2)C2CCCC2)o1 (stereo not given),3
CCOc1ccc(C2C(C#N)=C(N)Oc3cc(C)n(Cc4ccco4)c(=O)c32)cc1OC (stereo not given),-1
CCC(C)(C)NC(=O)C(c1ccco1)N(C(=O)Cn1nnc2ccccc21)c1ccc2c(c1)OCO2 (stereo not given),6
Cc1nnc2sc(-c3ccco3)nn12,-19
CCCCCCNC(=O)c1c(N)n(/N=C/c2ccco2)c2nc3ccccc3nc12,2
C=CCn1c(SCC(=O)NCc2ccco2)nc2sc3c(c2c1=O)CCCCC3,-14
COc1ccc(-c2nc(CCNC(=O)c3ccco3)cs2)cc1OC,9
Cc1ccc(NC(=O)c2ccco2)cc1NC(=O)CSc1nnc(-c2cccs2)n1C,8
O=C(CSc1ncnc2c1oc1ccccc12)NCc1ccco1,3
COc1ccc(-c2nnc(SCC(=O)NC(=O)NCc3ccco3)o2)cc1,11
COC(=O)COc1ccc(S(=O)(=O)NCc2ccco2)cc1,-16
O=C(OCc1ccco1)c1ccc(S(=O)(=O)N2CCCCC2)cc1,1
CCOC(=O)CSc1nc2c(c(-c3ccc(C)o3)c1C#N)CCCC2,6
CCOc1ccccc1N(C(=O)c1ccco1)C(C(=O)NC1CCCC1)c1cccnc1 (stereo not given),10
Cc1occc1C(=O)Nc1ccc2c(c1)CCC2,-22
O=C(O)c1ccc(-n2nc(C(F)(F)F)c3c2-c2ccoc2CC3)cc1,-5

# Source: PubChem (SRMLSC)

# Only part of the results is shown, so the mix of outcomes need not match the whole.
